# KLF5 inhibitor = suppresses KLF5 promoter-driven expression; DLD-1 KLF5 promoter-luciferase reporter, luminescence; inhibition, % at 5 µM; hit rate 0.23% among 290,000; AID 1700;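 active means inhibition above a per-plate limit of that plate's mean compound inhibition plus 3 SD, cut at about 60% in these data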;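 further: 0% = DMSO wells and 100% = LY294002 at 200 µM; higher means less KLF5 promoter-driven luciferase light; inactives centre near -14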
# HIF act = HIF pathway transcriptional activation; U2OS HRE-luciferase reporter, luminescence; normalized: DMSO 0%, desferrioxamine 100%; hit rate 0.32% among 300,000; activation, % at 7.5 µM (by protocol); AID 1910;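 active means mean activation of at least 10% of the iron chelator positive control signal, with at least half of replicates also reaching 10%; inconclusive means mean and replicate majority disagree about reaching 10%; inactive means mean and most replicates under 10%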
# AI-2 QS mod = Vibrio harveyi AI-2 quorum sensing modulation. Vibrio harveyi JMH597 AI-2 luminescence/OD600 ratio, 9 h; active compounds read low; strain lacks LuxN and CqsS sensors; 0 = neutral-control median. activity change, % at 7.5 µM. hit rate 0.4% among 300,000. AID 2094; in the data active means activity change below about -75%, passing the limit was not always enough; inconclusive means no clear call, values can overlap the other calls;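 further: luminescence divided by OD600 gain over 9 h not by final OD600 alone; inactives centre near 13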
# GSK3B inh = human GSK3beta kinase inhibition. P49841. GST-GSK3beta kinase, ADP-Glo luminescence, 60 min; active compounds read low. activity score (negative = inhibition), % at 10 µM. hit rate 0.038% among 300,000;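 active means more than half of replicate wells score below -50%, meaning over 50% inhibition versus plate controls; inconclusive means some replicates but at most half score below -50%; inactive means no replicate scores below -50%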;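 further: 0% = median DMSO wells and -100% = median GW8510 positive control wells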
# Target sequence (P49841 whole entry, looked up): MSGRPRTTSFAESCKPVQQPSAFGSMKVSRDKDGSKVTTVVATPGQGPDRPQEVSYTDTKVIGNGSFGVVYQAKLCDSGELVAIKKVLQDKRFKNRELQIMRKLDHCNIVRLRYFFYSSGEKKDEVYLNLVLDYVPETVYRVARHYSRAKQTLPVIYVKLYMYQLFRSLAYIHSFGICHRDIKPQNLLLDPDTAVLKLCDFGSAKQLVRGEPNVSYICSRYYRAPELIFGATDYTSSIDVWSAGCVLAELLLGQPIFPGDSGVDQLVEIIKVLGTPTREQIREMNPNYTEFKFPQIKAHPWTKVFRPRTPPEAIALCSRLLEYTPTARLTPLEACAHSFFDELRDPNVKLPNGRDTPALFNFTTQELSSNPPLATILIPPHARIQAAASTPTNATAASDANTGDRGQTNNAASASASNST
#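 Test system – GST-tagged human GSK3beta kinase, cell-free · Incubation – 60 min enzyme reaction, room temperature · Signal – ADP-Glo luminescence · Also added – peptide substrate and ATP at 25 µM · Controls – DMSO neutral wells and GW8510 at 20 µM as positive · Buffer or medium – Tris/MgCl2 kinase buffer · Measure – Luminescence-derived activity versus plate DMSO and GW8510 wells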
# GSK3A inh = inhibitors of human GSK-3 alpha kinase; P49840; ADP-Glo luminescence, 60 min; inhibition, % at 10 µM; hit rate 0.1% among 320,000; AID 2650;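 in the data active means inhibition above about 50%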;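 further: GST-tagged GSK-3 alpha with peptide substrate and 25 µM ATP; 0% = DMSO neutral wells and 100% = GW8510 positive control wells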
# Target sequence (P49840 whole entry, looked up): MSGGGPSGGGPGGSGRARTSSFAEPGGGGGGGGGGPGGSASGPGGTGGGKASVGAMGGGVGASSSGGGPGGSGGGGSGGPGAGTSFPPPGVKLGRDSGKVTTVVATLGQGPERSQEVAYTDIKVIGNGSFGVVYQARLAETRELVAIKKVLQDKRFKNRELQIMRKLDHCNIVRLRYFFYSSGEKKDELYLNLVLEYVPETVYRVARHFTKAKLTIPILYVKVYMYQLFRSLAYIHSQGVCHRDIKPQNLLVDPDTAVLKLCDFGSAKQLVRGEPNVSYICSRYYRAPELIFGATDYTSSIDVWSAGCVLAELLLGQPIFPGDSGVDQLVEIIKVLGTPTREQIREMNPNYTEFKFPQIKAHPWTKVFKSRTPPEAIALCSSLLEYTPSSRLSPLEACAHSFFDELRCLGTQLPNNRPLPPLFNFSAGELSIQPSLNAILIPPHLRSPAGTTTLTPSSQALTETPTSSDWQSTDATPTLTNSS
# HSF1 inhib = HSF1 inhibition. NIH3T3-HGL HSE-luciferase, MG132-induced, luminescence 8 h; active compounds read low. activity change, negative = inhibition, % at 7.5 µM (by protocol). hit rate 0.77% among 300,000. AID 2098;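 active means more than half of replicate wells show activity change below -50%, luminescence cut by over half; inconclusive means some wells, but at most half, below -50%; inactive means no replicate well below -50%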;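 further: luciferase reports HSF-1 transcriptional activity via heat shock element; 0% = median of DMSO wells and -100% = zero luminescence signal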
# HSF1 activator = increases HSF-1 driven luciferase reporter signal. hit rate 1.7% among 300,000. AID 504408. activation, % at 9 µM. NIH3T3-HGL HSF-1 luciferase reporter, MG132, 8 h; 100% = twice DMSO control signal;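 active means mean replicate activation of at least 50% with a set share of replicates each reaching 50%; inconclusive means only one of those two conditions met; inactive means mean below 50% and too few replicates reaching it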;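 further: 0% = median of the neutral control wells and 100% = twice that signal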
# aSyn UTR inh = 5' untranslated region of α-synuclein, MLPCN primary screen; hit rate 0.82% among 300,000; inhibition, % (tested at 7.5 µM); alpha-synuclein 5'UTR reporter, inhibitor activity; in the data active means inhibition above about 60%; inconclusive means no clear call, values can overlap the other calls;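 further: H4 neuroglioblastoma cells stably carrying SNCA 5'UTR luciferase fusion; 0% = DMSO wells and 100% = positive control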
# IEC-6 cytotox = kills IEC-6 intestinal cells in KLF5 counter-screen. hit rate 0.78% among 290,000. IEC-6 cytotoxicity, luminescence viability. inhibition, % at 5 µM. AID 1825; in the data active means inhibition above about 22%;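 further: 0% = plate median of test compound wells and 100% = cytotoxic reference compound wells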
# HSP90 inh = blocks HSP90-mediated luciferase refolding in reticulocyte lysate | inhibition, % at 5.6 µM | hit rate 0.91% among 290,000 | Rabbit reticulocyte lysate, luciferase refolding luminescence, 3 h;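 active means inhibition above the screen-wide mean plus 3 SD, computed separately per campaign, cut at about 16% in these data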;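 further: 0% = DMSO wells and 100% = 60 µM geldanamycin wells; inhibitors lower the luminescence because luciferase stays unfolded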
# The depositor's hits bear a star; u = inconclusive; x = not tested or not shown.
SMILES,KLF5 inhibitor,HIF act,AI-2 QS mod,GSK3B inh,GSK3A inh,HSF1 inhib,HSF1 activator,aSyn UTR inh,IEC-6 cytotox,HSP90 inh
Cc1cc(NCCOCCO)n2c(nc3ccccc32)c1C#N,-5,0.3,23,1,11,1,3,11,0,-2
Cc1ccc(NC2=NCC(=O)N2CCc2ccccc2)cc1C,-10,2.0,21,-1,-2,3,0,1,-2,1
Cc1cc(CN2CCCC(C(=O)Nc3cccc(-n4cccn4)c3)C2)cc(C)c1O (stereo not drawn),-21,-0.3,-6,-1,1,-8,1,3,3,-5
CCC1S/C(=C(\C#N)C(N)=O)N(c2ccc(F)cc2)C1=O (stereo not drawn),-29,-0.1,28,-1,1,-1,9,5,1,-1
CC1(NC(=S)N(CCO)CCO)CCS(=O)(=O)C1 (stereo not drawn),-17,-0.1,12,1,-2,1,6,6,9,-2
CCOc1ccc(C(=O)Nc2ccc(S(=O)(=O)Nc3nccc(C)n3)cc2)cc1OCC,-22,1.9,7,0,-2,-7,8,17,-1,-1
Cc1cccc(OCC(=O)NN2C(=O)C3C4C=CC(O4)C3C2=O)c1 (stereo not drawn),-10,0.0,-42,3,-3,-2,-9,-3,-6,-2
COc1ccc(Cn2c(=O)n(Cc3ccco3)c(=N)c3c4c(sc32)COC(C)(C)C4)cc1,2,x,x,x,1,x,x,x,-6,7
Cc1ccc(S(=O)(=O)N(C)CCCC(=O)Nc2ccccn2)cc1,x,-0.7,20,-4,3,3,-2,1,x,x
O=C(Nc1ccc(NC(=O)c2ccco2)cc1)c1ccc2c(c1)OCO2,-43,-0.3,15,3,0,-2,6,23,2,1
CC(C)(C)CN1C(N)=NC[C@@H]1Cc1ccccc1,x,-0.9,19,-2,2,-2,-12,-8,x,x
CC(=O)N/C(=C\c1ccccc1)C(=O)OCC(=O)c1ccc(F)cc1,x,-0.2,5,-2,0,-2,7,-12,x,x
CN(C)/C=N/c1c(C#N)cnn1-c1nc2ccccc2s1,-190,1.1,16,6,2,-36,-43,-96,2,0
Cc1ccccc1N=C(NO)c1nonc1N,22,-0.1,16,4,4,-3,0,25,6,4
O=S(=O)(NCCNS(=O)(=O)c1ccc(F)cc1)c1ccc(F)cc1,-31,-0.2,-22,5,0,-5,6,8,4,3
Clc1ccc(-c2csc(N3CCOCC3)n2)cc1,-97,1.8,31,1,x,24,53*,-140,9,1
CC(=O)Nc1ccc(NC(=O)CSCc2ccccc2Cl)cc1,x,0.6,22,2,1,-5,-11,-46,x,x
CC(C)C[C@H](NC(=O)Nc1cccc(Br)c1)C(=O)O,0,-0.5,19,4,2,-1,-16,5,0,-3
Cc1ccc(S(=O)(=O)NCCC(=O)OCC(=O)N2CCCC2=O)cc1C,x,-1.1,18,2,0,4,-15,2,x,x
CSCC[C@H](NC(=O)N1CCn2c1nc1ccccc12)C(=O)N[C@H](Cc1ccccc1)C(=O)O,-22,-0.5,21,2,-4,3,2,13,2,-3
CCOC(=O)N1CCN(c2c(NCCCN(CC)CC)c(=O)c2=O)CC1,-3,0.5,6,-2,-1,-2,-6,-1,-1,0
O=C1c2ccccc2C(=O)N1CCCc1nc2ccccc2c(=O)n1Cc1ccco1,8,0.2,17,-4,-5,9,14,-20,4,-2
CC(C)(C)C#CCn1c(/C=[N+](\[O-])C2CCCCC2)nc2ccccc21,-18,1.1,13,3,-1,21,36,-11,6,-3
CCN1CCN(c2ncnc3scc(-c4ccc(C)cc4)c23)CC1,-58,0.9,19,-4,5,-6,-15,7,-5,-4
NS(=O)(=O)c1ccc(CCNC(=O)CCc2nc3ccccc3s2)cc1,21,-29,43,2,12,6,27,6,1,1
# (list continues)
SMILES,KLF5 inhibitor,HIF act,AI-2 QS mod,GSK3B inh,GSK3A inh,HSF1 inhib,HSF1 activator,aSyn UTR inh,IEC-6 cytotox,HSP90 inh
Cc1ccc(O)c(C(=O)c2cnc(/N=C(\N)N(C)C)nc2)c1,-14,-0.2,5,-2,-2,6,15,9,4,11
COC(=O)C(Cc1c[nH]c2ccccc12)NC(=O)C1CC1 (stereo not drawn),-26,-0.3,13,1,1,-6,12,21,2,0
CCNS(=O)(=O)c1ccc(CCC(=O)N2CCN(Cc3ccccc3)CC2)cc1,-8,1.0,0,2,2,-4,14,4,3,-1
COc1ccc(C)cc1NC(=O)CN(c1ccc(F)cc1)S(C)(=O)=O,-36,-0.3,-9,3,x,0,-20,7,-5,0
CC(=O)CC1(O)C(=O)Nc2ccccc21 (stereo not drawn),-12,-0.5,18,0,-2,-2,-15,-10,0,0
CC(C)CCNC(=O)COc1ccc2c3c(c(=O)oc2c1)CCC3,-20,-0.4,30,-2,-2,5,21,18,5,0
Cc1ccc(Cl)cc1NC(=O)c1cc(NC(=O)C2CCCCC2C(=O)O)ccc1N1CCOCC1 (stereo not drawn),-5,0.4,5,5,-1,2,-5,-14,-1,-4
COc1ccc(NC(=S)NCc2cccnc2)cc1,-9,585*,12,-3,-1,5,43,-6,0,-2
CCN(CC)S(=O)(=O)c1ccc(S(=O)(=O)N2CCC(C(=O)NC3CCN(Cc4ccccc4)CC3)CC2)cc1,-13,-0.6,15,1,-3,-5,0,3,3,0
Cc1cc(C)cc(NC(=O)Cn2ncn3c(cc4ccccc43)c2=O)c1,1,0.9,12,-1,6,-43,-50,-27,-2,2
COc1cccc(C2/C(=C(\O)c3ccc4c(c3)OCCO4)C(=O)C(=O)N2CCCN2CCOCC2)c1OC (stereo not drawn),-33,-0.5,8,5,1,-4,-5,0,0,1
OC(COc1ccccc1)CN1CCCC1 (stereo not drawn),3,0.4,19,-1,-2,-1,-5,-13,-3,2
O=C(O)c1ccc(/C=C/c2nc3sc4c(c3c(=O)[nH]2)CCC4)cc1,-31,0.3,26,0,2,-4,3,2,-5,-1
CC(=O)c1c(Nc2ccc3c(c2)OCCO3)oc(C)cc1=O,-26,2.4,23,0,5,-1,2,-1,2,-2
CSCc1ccc(C(=O)NCC(c2cccs2)N2CCOCC2)cc1 (stereo not drawn),x,0.4,15,3,-2,2,-10,3,x,x
CCOC(=O)N1CCN(C(=O)CC(=O)Nc2ccc3nc4n(c(=O)c3c2)CCCCC4)CC1,-26,0.1,21,0,-2,-1,5,11,-4,-1
COc1ccc(Sc2nc(-c3ccccc3)ncc2OC)cc1,13,-1.0,21,1,0,-5,-9,47,1,-2
COCCCNC(=O)CN1C(=O)c2cccc3cccc1c23,-23,0.3,6,1,1,5,20,-3,-4,-2
O=C(NCc1ccncc1)c1cnccn1,-23,-0.4,25,2,0,-5,-1,-15,3,-2
CC(C)(C)c1nc2c(s1)CCc1onc(-c3ccc(Cl)cc3)c1-2,x,-0.9,17,1,-1,-9,-13,27,x,x
CCOc1ccc(CNc2ccc3c(c2)ncn3C)cc1,-8,3.1,-45,-1,-11,18,38,-31,5,-2
C=CCNC(=O)c1ccc([N+](=O)[O-])c(Cl)c1,-11,0.6,8,-3,-3,-2,-11,-33,0,1
O=C1N/C(=N\c2ccccn2)SC1Cc1ccccc1Cl (stereo not drawn),-26,0.4,18,-1,-6,-5,9,26,-5,6
CCOc1ccc(C(=O)OCCN(C)C)cc1,-30,0.0,14,0,-3,0,-1,-9,-2,4
CCOC(=O)C1CCCN(C(=O)C2CCC(CNS(=O)(=O)c3ccc(NC(C)=O)cc3)CC2)C1 (stereo not drawn),-28,-7.2,2,3,1,-6,-3,0,2,5

# Structures listed so far marked active in HSF1 activator.
SMILES	KLF5 inhibitor	AI-2 QS mod	GSK3B inh	GSK3A inh	HSF1 inhib	HSF1 activator	aSyn UTR inh	HSP90 inh
Clc1ccc(-c2csc(N3CCOCC3)n2)cc1	-97	31	1	x	24	53*	-140	1

# (cont.)
SMILES,KLF5 inhibitor,HIF act,AI-2 QS mod,GSK3B inh,GSK3A inh,HSF1 inhib,HSF1 activator,aSyn UTR inh,IEC-6 cytotox,HSP90 inh
O=C(NC1CCCc2ccccc21)c1ccc([N+](=O)[O-])cc1 (stereo not drawn),-36,1.6,20,1,-1,-4,4,10,-11,-6
CCOC(=O)C1=C(C)N[C@@]2(O)c3ccccc3C(=O)[C@@]12O,8,-2.5,13,1,0,-2,28,14,4,0
Cc1cccc(NC(=O)C2CCCN(c3ncnc4c3nc3n4CCCCC3)C2)n1 (stereo not drawn),-34,-0.5,17,1,1,-9,8,14,-4,-3
C/C=C/C(=O)OCC(=O)Nc1ccccc1Br,6,-0.4,-1,0,-2,9,20,-9,6,2
CCOC(=O)N1CCN(C(=O)COCc2cc(-c3ccc4c(c3)OCO4)on2)CC1,-25,0.4,27,2,-1,3,12,-21,-7,-3
CC(=O)OCC1OC(n2cc(F)c(=O)[nH]c2=O)C(OC(C)=O)C1OC(C)=O (stereo not drawn),x,-0.4,18,-8,0,0,0,-181,x,x
Cc1cc(C)c2nc3nc(C)cc(C)c3c(N)c2c1,59,3.2,15,-4,3,1,-2,-190,15,2
CN(C(=O)COC(=O)c1cc(S(=O)(=O)N2CCOCC2)c(Cl)cc1Cl)C1CCS(=O)(=O)C1 (stereo not drawn),-5,-0.6,8,0,0,-3,-10,13,-3,-2
COc1cc2c(cc1OC)C(Nc1ccccc1)=NC(C)(C)C2,-5,0.2,-5,1,x,2,0,2,-2,-4
Cc1ccc2occ(/C=N/NC(=O)c3ccccc3C)c(=O)c2c1,-4,1.5,13,0,-1,-17,-27,3,7,3
COC(=O)c1ccc(COC(=O)[C@@H]2CC(O)CN2S(=O)(=O)c2ccccc2[N+](=O)[O-])cc1 (stereo partly drawn),x,-12,32,0,-3,-11,-30,-25,x,x
O=C(N/N=C/c1cn(Cc2cccc(F)c2)c2ccccc12)c1cc(O)cc(O)c1,-39,-0.8,63,-8,1,1,-4,u,-23,-2
[N-]=[N+]=CC(=O)c1ccnc(C(=O)C=[N+]=[N-])c1,-12,x,x,x,1,x,x,x,-8,-1
Cc1ccc(-c2n[nH]c3c2C(c2ccccc2)N(c2ccc(C(=O)O)cc2)C3=O)cc1 (stereo not drawn),0,0.1,11,1,-2,0,9,10,-8,0
Cc1cccc(C)c1NC(=O)COC(=O)c1cc[n+]([O-])cc1,x,-0.3,16,1,1,3,12,1,x,x
CCCCn1nnc(NC(=O)c2ccc(-c3ccccc3)cc2)n1,20,1.4,6,0,-2,12,18,-129,-2,-3
O=C(Nc1nc(-c2ccccc2)cs1)c1cccc([N+](=O)[O-])c1,-34,1.5,4,1,0,14,11,-52,-2,-7
CCOc1ccc(S(=O)(=O)Nc2cccnc2)cc1,-12,1.9,32,2,1,2,-5,-17,-2,2
COc1ccc(-c2oc3cccnc3c2C#CCO)cc1,-17,1.1,-1,1,-2,8,40,11,29*,-1

# Compound activity: PubChem BioAssay, several laboratories
